# GAA glycogen – GAA glycogen-cleavage inhibition or activation; P10253; recombinant GAA, glycogen substrate, Amplex Red glucose oxidase fluorescence; Potency, µM (top dose mostly 76.4 µM), without a hit: at the top dose activity change, negative = inhibition, most hits filed as inhibitors; hit rate 0.38% among 300,000; AID 2100;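 also: 0% = full enzyme reaction and -100% = no-enzyme basal signal; the screen sought inhibitors and activators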
#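 Recombinant human enzyme (4 nM); glycogen substrate; 37 C, 40 min, pH 5.0. Readout: coupled glucose oxidase/Amplex Red fluorescence.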
# GLA spleen mod – alpha-galactosidase A (human) modulation | human spleen homogenate, 4MU-alpha-Gal fluorescence, 40 min | AID 2107 | Potency, µM (highest dose often 80 µM), for inactives: at the highest dose activity change, negative = inhibition, most hits filed as inhibitors | P06280 | hit rate 0.008% among 240,000;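 also: 0% = enzyme with vehicle and -100% = no enzyme basal signal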
# Target sequence (P06280 32-429 limits assumed): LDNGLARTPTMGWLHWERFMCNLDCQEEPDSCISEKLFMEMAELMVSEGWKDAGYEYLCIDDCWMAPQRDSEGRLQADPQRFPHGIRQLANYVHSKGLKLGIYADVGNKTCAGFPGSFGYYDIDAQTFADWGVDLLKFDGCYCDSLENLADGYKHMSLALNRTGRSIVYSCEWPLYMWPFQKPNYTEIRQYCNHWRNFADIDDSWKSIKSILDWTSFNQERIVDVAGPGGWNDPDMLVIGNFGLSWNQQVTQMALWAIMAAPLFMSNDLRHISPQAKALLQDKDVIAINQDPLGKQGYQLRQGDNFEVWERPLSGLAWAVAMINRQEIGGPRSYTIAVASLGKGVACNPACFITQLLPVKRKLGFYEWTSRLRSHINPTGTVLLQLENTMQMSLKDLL
#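 Inhibition or activation of alpha-galactosidase in human spleen homogenate is scored by 4-MU fluorescence after 40 min at 37C, pH 5.0, with 1 mM substrate. AC50s come from concentration-response fitted to the Hill equation.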
# Tau fibril ThT – inhibitors of human tau fibril formation, thioflavin T binding. P10636. recombinant tau K18 P301L, heparin-induced fibrillization, ThT fluorescence. Potency, µM (highest dose often 57.4 µM), for inactives: at the highest dose activity, negative = inhibition, actives largely listed as inhibitors. hit rate 2.1% among 270,000. AID 1460; also: % is scaled to controls: 0 for no effect and ±100 for the full control effect; nearly all actives have a fitted effect of over 55% in size
# Target sequence (P10636 561-689 P618L limits assumed): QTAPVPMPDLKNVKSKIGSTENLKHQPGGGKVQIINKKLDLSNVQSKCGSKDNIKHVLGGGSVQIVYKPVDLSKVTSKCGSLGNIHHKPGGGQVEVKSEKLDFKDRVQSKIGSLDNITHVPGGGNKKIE
#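 Heparin-induced (20 uM) aggregation of recombinant human K18 P301L tau, 15 uM unlabeled with 0.24 uM labeled, pH 7 acetate buffer, 6 hr at 37 C with compound. Fibrils quantified by 30 uM ThT fluorescence after 1 hr ambient incubation.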
# Tau fluor counter – counter-screen for tau fibril formation inhibitors. tau K18 P301L (four-repeat tau fragment) Alexa594 fluorescence, heparin fibrillization. Potency, µM (titrated, usually from 57.7 µM), for inactives: top-dose activity change, negative = decrease. hit rate 0.93% among 280,000. AID 1463; also: % is scaled to controls: 0 for no effect and ±100 for the full control effect; nearly all actives have a fitted effect of over 55% in size
#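 Human K18 P301L tau (15 uM unlabeled plus 0.24 uM Alexa 594-labeled, final) in 100 mM sodium acetate pH 7 was mixed with compound and 20 uM heparin and incubated 6 hr at 37 C.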
# GAA inh – inhibitors of human lysosomal alpha-glucosidase; Potency, µM (highest dose often 76.9 µM), for the others: at the highest dose activity change, negative = inhibition, most hits filed as inhibitors; AID 1466; purified human GAA, 4-MU-alpha-glucoside fluorescence; P10253; hit rate 0.005% among 200,000;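 also: plate controls were uninhibited enzyme wells for no effect and no-enzyme background for full effect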
#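 Fluorescence at Ex 365/Em 440 nm from 4-methylumbelliferone reported enzyme activity after 20 min at room temperature. Reactions used 4 nM enzyme and 400 uM substrate at pH 5.0; curves fitted with the Hill equation.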
# HTT cytoprotect – protects HTT-Q103 PC12 cells, measured by ATP; PC12 HTT-Q103 induced, cytoprotection, ATP luminescence, 40 h; Potency, µM (doses to about 56.4 µM), without a hit: cytoprotection (ATP increase), actives largely listed as activators; hit rate 0.14% among 230,000; AID 1471;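 also: % of control where 0% means no effect; nearly all actives have a fitted effect of over 45% in size; toxic huntingtin expression switched on by the ecdysone agonist tebufenozide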
#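 Readout: ATPlite luminescence (ATP level). Model: stable PC12, inducible Htt exon1 Q103-GFP. Inducer: tebufenozide, 100 nM final. Compounds: dose series. No G418 in medium.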
# Tau fibril FP – inhibitors of human tau fibril formation; hit rate 0.39% among 280,000; Potency, µM (doses to about 57.7 µM), inactives show top-dose activity, negative = inhibition, most hits filed as inhibitors; K18 P301L tau heparin fibrillization, Alexa594 FP, 6 h; P10636; also: % is scaled to controls: 0 for no effect and ±100 for the full control effect; nearly all actives have a fitted effect of over 55% in size
#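 Human tau K18 […] P301L fragment, 15 uM unlabeled plus 0.24 uM Alexa 594-labeled tau (final), with compound and 20 uM heparin in 100 mM sodium acetate pH 7; 6 hr at 37 C, then Alexa 594 FP read.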
# aGlu spleen mod – inhibitors or activators of human alpha-glucosidase in spleen homogenate. P10253. human spleen homogenate, 4-MU-alpha-glucoside fluorescence. Potency, µM (series often up to 79.9 µM), for inactives: at the highest dose activity change, negative = inhibition, usual class: inhibitors. hit rate 0.006% among 240,000. AID 2112;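 also: 0% = enzyme with vehicle and -100% = no enzyme basal signal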
#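 Enzyme source: human spleen homogenate, 1 ug/well. Buffer 50 mM citric acid/K phosphate pH 5.0, 0.01% Tween-20. 4-MU-alpha-glucoside 1 mM; 37 C x 40 min; NaOH/glycine stop; fluorescence.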
# The depositor's hits bear a star; ? = inconclusive; · = no result given; [ ] = dose if it differs, or a comment. Calls follow the shape of the dose curve; as a rule, active = well fitted curve in the direction sought with a large enough effect; inconclusive = small, poorly fitted or top-dose-only effect, or another doubt; inactive = no such curve, though single readings can be large; an effect the other way counts as inactive or inconclusive. Potency is read from the fitted curve at half-maximal effect.
1) CC(C)CCNC(=O)C1(c2cccs2)CCOCC1
2) OCCCc1nc2ccccc2[nH]1
3) O=C(CSc1nnc(C2COc3ccccc3O2)o1)Nc1nccs1 (stereo unspecified)
4) COC(=O)Cn1c2ccc(C)cc2c2nc(C)sc21
5) Cc1ccccc1CSc1nc(-c2ccccc2)nc2c1Cc1c(CO)cnc(C)c1O2
6) CNC(=O)c1nc(C)n(-c2ccc(Cl)cc2Cl)n1
7) Cc1cccc(NC(=O)c2ccc([N+](=O)[O-])cc2Cl)n1
8) CNNC(=O)C(C)NC(=O)c1ccc(Br)cc1 (stereo unspecified)
assay / entry | 1 | 2 | 3 | 4 | 5 | 6 | 7 | 8
GAA glycogen | 5% | 4% | 0% | 6% | -11%[76.3 µM] | -11% | -1% | -14%
GLA spleen mod | 5% | -4% | 3% | -2% | · | 6% | -1% | 6%
Tau fibril ThT | -7% | 2% | ? | ? | -11% | 4% | -6% | -8%
Tau fluor counter | -2% | 1% | -11% | -15% | -4% | 3% | 1% | -1%
GAA inh | -5% | -2% | 7% | -1% | · | -5% | -5% | 0%
HTT cytoprotect | 13% | ? | 7%[10 µM] | 1% | · | ? | · | 14%
Tau fibril FP | 4% | -4% | -3% | ? | -1% | -15% | 8% | -5%
aGlu spleen mod | · | · | -2% | -4% | · | 14% | -11% | 5%

# Some of these compounds in order of their number in Tau fibril ThT, highest first.
entry | mol | Tau fibril ThT
2 | OCCCc1nc2ccccc2[nH]1 | 2%
1 | CC(C)CCNC(=O)C1(c2cccs2)CCOCC1 | -7%
5 | Cc1ccccc1CSc1nc(-c2ccccc2)nc2c1Cc1c(CO)cnc(C)c1O2 | -11%

# Next records follow:
9) CC(C)OC(=O)c1c2c(n3ccccc13)C(=O)c1ccccc1C2=O
10) CC1CCN(C(=O)Cn2ncc3c4ccccc4n(Cc4ccc(Cl)cc4)c3c2=O)CC1
11) Cc1nc2c(-c3ccccc3)c(C)[nH]n2c(=O)c1Cl
12) CC(=O)c1c(C)[nH]c(C(=O)CSc2nc3ccc(C)cc3[nH]2)c1C
13) Cc1onc(-c2c(F)cccc2Cl)c1C(=O)NNC(=O)C1CCN(Cc2cccc(F)c2)CC1
14) CCSC1=N/C(=C\c2ccc(C)s2)C(=O)S1
15) Cc1ccc(C(=O)N2CCN(c3cccc(Cl)c3)CC2)cc1C
16) COCCn1c(N2CCN(c3ccccc3)CC2)nc2c1c(=O)n(C)c(=O)n2C
assay / entry | 9 | 10 | 11 | 12 | 13 | 14 | 15 | 16
GAA glycogen | 16% | 4%[76.3 µM] | 0% | -9% | -2% | -11% | -1% | 7%
GLA spleen mod | 4% | · | 6% | -2% | -4% | -1% | 3% | 3%
Tau fibril ThT | 11µM* | -9% | ? | ? | 2% | ? | -17% | -4%
Tau fluor counter | ? | -11% | -13% | -26% | -5% | -29% | -9% | -4%
GAA inh | 5% | · | 2% | 0% | 5% | 5% | ? | 7%
HTT cytoprotect | -11%[10 µM] | · | -14%[0.074 µM] | -20%[10 µM] | -10% | 20%[10 µM] | -13%[10 µM] | 2µM*
Tau fibril FP | -1% | -5% | 0% | -9% | -2% | -9% | 7% | 0%
aGlu spleen mod | 4% | · | -7% | -2% | -3% | -3% | -2% | -3%

17) COC(=O)c1ccc(NC(=O)CSc2ccccc2)cc1
18) CCc1nc(SCC(=O)c2ccccc2)c2c(=O)n(C)c(=O)n(C)c2n1
19) O=C(Cn1cnc(Cl)c1Cl)c1ccccc1
20) N#CCCn1nc(-c2ccccc2)cc1Nc1ccccc1NC(=O)C(F)(F)F
21) Cc1ccc(CNC(=O)Cc2csc3ccccc23)cc1
22) CSc1nc2ccc(S(=O)(=O)NC3CCCCC3)cc2s1
23) COc1ccc(O)c(C(=O)c2cnn(C(=O)c3cccc(S(=O)(=O)N4CCOCC4)c3)c2)c1
24) COc1ccc(C(NC(=O)c2ccc(F)cc2)c2ccccc2)cc1 (stereo unspecified)
assay / entry | 17 | 18 | 19 | 20 | 21 | 22 | 23 | 24
GAA glycogen | -3% | 1% | 5% | ? | -1%[76.3 µM] | 0% | 5% | 7%
GLA spleen mod | -8% | -2% | -4% | -2% | · | 0% | 4% | -5%
Tau fibril ThT | -14% | · | -4% | -4% | -7% | -6% | -9% | 2%
Tau fluor counter | -11% | -9% | 0% | -23% | -12% | -20% | 0% | -7%
GAA inh | 0% | · | -2% | -2% | · | 1% | -1% | ?
HTT cytoprotect | 12%[10 µM] | -3%[10 µM] | -19% | 11%[10 µM] | · | 3% | 7% | -24%[10 µM]
Tau fibril FP | 5% | 2% | -5% | 1% | -4% | 7% | 2% | 7%
aGlu spleen mod | -11% | 0% | · | -1% | · | -5% | 5% | -6%

25) C#CCOCCOCCOCCNc1nc(N2CCN(C(=O)[C@H](CCC(=O)O)n3cc(C(N)Cc4ccc(O)cc4)nn3)CC2)nc(N2CCN(C(=O)[C@H](CCC(=O)O)n3cc(C(N)[C@H](C)CC)nn3)CC2)n1 (stereo partly specified)
26) CCC1CCCCN1CCNS(=O)(=O)c1ccc2c(c1)oc(=O)n2C (stereo unspecified)
27) CC1(C)C(c2ccccc2)=[N+]([O-])CN1O
28) COc1cccc(CC(NC(C)=O)C(=O)NC2CCN(c3nnnn3-c3ccccc3)CC2)c1 (stereo unspecified)
29) CCOc1ccc(NC(=O)COc2ccc(C(=O)NCCc3ccccc3)cc2)cc1
30) CCOC(=O)Cc1c(C)nc(Cc2ccc(OC(C)C)cc2)[nH]c1=O
31) Cc1ccc(CNC(=O)c2cc(=O)c3cc(C)c(C)cc3o2)cc1
32) COc1cc2c(cc1NC(=O)c1cccc([N+](=O)[O-])c1C)oc1ccccc12
assay / entry | 25 | 26 | 27 | 28 | 29 | 30 | 31 | 32
GAA glycogen | 3% | -8% | -18% | 4% | 20% | 25% | 15%[76.3 µM] | 3%
GLA spleen mod | 7% | 1% | -2% | 10% | 4% | -2% | · | -1%
Tau fibril ThT | -9% | 2% | 1% | -6% | ? | 3% | 11% | -9%
Tau fluor counter | -2% | 1% | -4% | -1% | -5% | 5% | -2% | ?
GAA inh | · | -1% | -3% | 2% | 4% | -1% | · | 2%
HTT cytoprotect | -1%[10 µM] | 3% | 5% | -2% | 18%[10 µM] | -19%[10 µM] | · | -31%
Tau fibril FP | -3% | 2% | 0% | 1% | -4% | 11% | -10% | -11%
aGlu spleen mod | 2% | -9% | 3% | 1% | -15% | -4% | · | -11%

33) Cc1cc(S(=O)(=O)N(Cc2ccc(F)cc2)CC2CCCO2)ccc1-n1cnnn1 (stereo unspecified)
34) CS(=O)(=O)NCCNc1cc(Cl)ccc1[N+](=O)[O-]
35) Cc1ccc(NCc2n[nH]c(=S)n2-c2cccc(Cl)c2)cc1
36) Cc1ccc(C(=O)N2CCN(c3ccc([N+](=O)[O-])c(N4CCOCC4)c3)CC2)cc1
37) CCN1CCN(S(=O)(=O)c2ccc3ccccc3c2)CC1
38) Cc1cc(C)n(-c2nc(NCCN(C)C)c3c4c(sc3n2)COC(C)(C)C4)n1
39) CCCCCCn1c(N2CCN(c3ccccc3)CC2)nc2c1c(=O)n(C)c(=O)n2C
40) OCCC1CN(Cc2ccc3ncccc3c2)CCN1Cc1ccccc1 (stereo unspecified)
assay / entry | 33 | 34 | 35 | 36 | 37 | 38 | 39 | 40
GAA glycogen | -7% | -6% | ? | -2% | -1% | 3% | -6% | -11%
GLA spleen mod | -1% | 0% | -7% | 2% | -1% | -4% | 4% | 7%
Tau fibril ThT | -8% | ? | -15% | ? | -6% | -13% | ? | 5%
Tau fluor counter | -16% | -8% | -27% | -8% | -13% | 8% | -19% | 9%
GAA inh | -2% | 1% | 1% | 6% | -4% | · | -14% | ·
HTT cytoprotect | -29% | · | -19% | 20%[10 µM] | 12% | 0%[10 µM] | 13%[0.074 µM] | 5%[10 µM]
Tau fibril FP | -6% | -7% | 7% | 5% | -1% | 9% | -3% | -5%
aGlu spleen mod | 0% | -4% | -3% | 3% | -4% | -7% | -3% | 10%

41) Cc1cc(Br)cc(C)c1OCC(=O)Nc1ccc(S(=O)(=O)Nc2ncccn2)cc1
42) CCc1cc2cc3c(cc2nc1SCC(=O)N1CCN(C(=O)c2ccco2)CC1)OCO3
43) COc1cc(C)c(S(=O)(=O)NCc2cccs2)cc1C
44) CC(C)CNC(=S)Nc1ccc(S(N)(=O)=O)cc1
45) CCn1nc(C)c(NC(=O)Nc2cccc(Cl)c2Cl)c1C
46) Cc1ccc(-c2ccc(/C=N/NC(=O)CN3CCCC3)o2)cc1Cl
47) COc1cc(OC)c2c(=O)c(-c3ccc4c(c3)OCO4)coc2c1
48) O=C(Nc1ccc(C(O)(C(F)(F)F)C(F)(F)F)cc1)c1ccc(Cl)c([N+](=O)[O-])c1
49) CCOC(=O)N1CCC(NC(=O)c2ccc3c(c2)N(Cc2cccc(C)c2)C(=O)c2ccccc2S3(=O)=O)CC1
50) Cc1cccc(-n2c(SCC(=O)Nc3nonc3C)nnc2-c2ccoc2C)c1
51) Cc1ccccc1NC(=O)Cn1c(=O)n(CCCC(=O)NCc2ccc3c(c2)OCO3)c(=O)c2ccccc21
assay / entry | 41 | 42 | 43 | 44 | 45 | 46 | 47 | 48 | 49 | 50 | 51
GAA glycogen | 5%[76.3 µM] | 0% | -11% | 10% | -1% | 4% | · | -8% | -9%[76.3 µM] | 0% | 12%[76.3 µM]
GLA spleen mod | · | -3% | -4% | 0% | -4% | -6% | 2% | -7% | · | 9% | ·
Tau fibril ThT | -7% | ? | -6% | -12% | 5% | ? | ? | ? | -7% | 6% | 8%
Tau fluor counter | -2% | -6% | -5% | -12% | 3% | -20% | -6% | 13µM*[quencher] | -22% | -9% | 0%
GAA inh | · | 4% | -12% | -3% | -8% | -9% | · | -26% | · | -12% | ·
HTT cytoprotect | · | -37% | -14% | · | 13% | -18% | · | 36%[10 µM] | · | -12%[10 µM] | ·
Tau fibril FP | 0% | -3% | -5% | -4% | -1% | -5% | -2% | -14% | -1% | 5% | -6%
aGlu spleen mod | · | 8% | -8% | -3% | 2% | -1% | -8% | -8% | · | -1% | ·

# Screens deposited in PubChem by National Center for Advancing Translational Sciences (NCATS).
